RGS4 inh: Inhibitors of Regulator of G Protein Signaling (RGS) 4: qHTS; Regulator of G-protein signaling 4 (Homo sapiens), P49798; Transcreener GDP fluorescence polarization, RGS4-accelerated GTP hydrolysis; Potency, µM (highest dose often 114 µM), without a hit: at the highest dose activity change, negative = inhibition, actives largely listed as inhibitors; 390,000 compounds, 0.039% hits; AID 504845, 2011; note: % is set by controls: 0 for no effect and ±100 for the full control effect; nearly all actives have a fitted effect of over 75% in size; some results filed as inactive show a strong effect at the top dose
Target sequence (P49798 whole entry, looked up): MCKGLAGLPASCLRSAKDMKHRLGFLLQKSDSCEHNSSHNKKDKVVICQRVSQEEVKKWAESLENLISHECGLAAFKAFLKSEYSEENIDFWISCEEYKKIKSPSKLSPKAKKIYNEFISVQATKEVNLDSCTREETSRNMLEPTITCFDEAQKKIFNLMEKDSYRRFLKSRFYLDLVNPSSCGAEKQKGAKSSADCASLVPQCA
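MLSMR compounds (23 nl, pin-transferred) preincubated 10 min at room temperature with a 500nM (2x) first reagent, then RGS4 at 900nM (2x) plus Transcreener GDP mix added; fluorescence polarization (620/688 nm) read before and after 90 min at 30 °C.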
mIDH1 inhibitor: qHTS for Inhibitors of mutant isocitrate dehydrogenase 1 (IDH1): qHTS. 390,000 compounds, 0.093% hits. Isocitrate dehydrogenase [NADP] cytoplasmic (Homo sapiens), O75874. Potency, µM (top dose mostly 76.6 µM), inactives show at the top dose activity change, negative = inhibition, most hits filed as inhibitors. IDH1-R132H enzyme, NADPH consumption, diaphorase/resazurin fluorescence; note: % is set by controls: 0 for no effect and ±100 for the full control effect; nearly all actives have a fitted effect of over 65% in size
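IDH1-R132H (0.5 ug/mL dispensed) in pH 7.5 Tris buffer was preincubated 30 min with compound, then given a substrate mix of 0.016 mM NADPH and 2 mM alpha-KG for 80 min at room temperature; remaining NADPH was read by diaphorase/resazurin fluorescence.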
ALOX12 inh: Primary qHTS assay for inhibitors of human arachidonate 12S-lipoxygenase (ALOX12): Round 2. 580,000 compounds, 1.1% hits. AID 1671190, 2021. Polyunsaturated fatty acid lipoxygenase ALOX12 (Homo sapiens), P18054. purified 12hLO, xylenol orange hydroperoxide absorbance. Potency, µM (doses to about 108 µM), inactives show at the highest dose activity change, negative = inhibition, usual class: inhibitors; note: % is set by controls: 0 for no effect and ±100 for the full control effect
Target sequence (P18054 whole entry, looked up): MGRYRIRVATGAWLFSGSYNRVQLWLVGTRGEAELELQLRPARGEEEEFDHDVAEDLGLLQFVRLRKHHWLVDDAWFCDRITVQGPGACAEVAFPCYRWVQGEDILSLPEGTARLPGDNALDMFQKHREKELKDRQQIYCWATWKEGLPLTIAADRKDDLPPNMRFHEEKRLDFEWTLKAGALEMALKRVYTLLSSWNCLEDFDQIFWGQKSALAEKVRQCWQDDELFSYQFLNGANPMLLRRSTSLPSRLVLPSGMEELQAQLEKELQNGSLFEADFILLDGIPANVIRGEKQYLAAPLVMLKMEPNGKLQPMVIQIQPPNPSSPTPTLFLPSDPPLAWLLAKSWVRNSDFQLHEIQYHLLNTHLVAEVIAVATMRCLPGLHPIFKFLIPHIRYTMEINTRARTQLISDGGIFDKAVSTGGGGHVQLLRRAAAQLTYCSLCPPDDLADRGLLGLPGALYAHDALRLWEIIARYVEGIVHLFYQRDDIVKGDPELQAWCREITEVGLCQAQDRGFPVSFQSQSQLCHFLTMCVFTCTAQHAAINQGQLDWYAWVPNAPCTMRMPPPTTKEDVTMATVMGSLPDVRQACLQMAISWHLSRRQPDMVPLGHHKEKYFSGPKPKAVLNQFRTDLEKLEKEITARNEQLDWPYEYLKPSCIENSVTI
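Purified human 12hLO (150 nM final) in 25 mM Hepes, 0.01% Triton X-100, pH 7.0 was preincubated 15 min at room temperature with compound. Then 40 uM arachidonic acid was added, 30 min. Hydroperoxide was read by Fe-XO absorbance ratio 573/405 nm.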
Vif-A3G inh: qHTS for Inhibitors of Vif-A3G Interactions: qHTS. DNA dC->dU-editing enzyme APOBEC-3G (Homo sapiens), Q9HC16. HeLa A3G-eYFP + Vif (tagged APOBEC3G with the HIV-1 protein that degrades it), YFP fluorescence, overnight. Potency, µM (top dose mostly 46.1 µM), inactives show at the highest dose activity, negative = active, usual class: inhibitors. 410,000 compounds, 0.076% hits. AID 602310, 2012;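 note: % is set by controls: 0 for no effect and ±100 for the full control effect; nearly all actives have a fitted effect of over 60% in size; hits raise eYFP signal because A3G escapes Vif-driven loss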
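HeLa cells stably expressing Vif and C-terminally eYFP-tagged A3G, seeded overnight at 37 deg C, then exposed to compound by pintool overnight at 37 deg C. Rise in yellow fluorescence (Ex 488/Em 500-530, Acumen) marks blocked Vif-driven A3G degradation.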
rTrxR1 inhibitor: qHTS Assay for Inhibitors of Mammalian Selenoprotein Thioredoxin Reductase 1 (TrxR1): qHTS; Thioredoxin reductase 1, cytoplasmic (Rattus norvegicus), O89049; recombinant rTrxR1, NADPH fluorescence consumption, selenite substrate; Potency, µM (top dose mostly 114 µM), without a hit: at the top dose activity change, negative = inhibition, hits mostly inhibitors; 390,000 compounds, 1% hits; AID 588453, 2011; note: % is set by controls: 0 for no effect and ±100 for the full control effect; nearly all actives have a fitted effect of over 65% in size
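Rat TrxR1 (90 nM in the dispensed reagent) was pre-reduced with 400 uM NADPH for 5 min at room temperature, then incubated with compound for 15 min. After 400 uM selenite was added, NADPH fluorescence (Ex 340/Em 450 nm) was followed for 8 min.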
TrxR1 substrate: qHTS Assay for Substrates of Mammalian Selenoprotein Thioredoxin Reductase 1 (TrxR1): qHTS. Thioredoxin reductase 1, cytoplasmic (Rattus norvegicus), O89049. purified TrxR1 substrate turnover, NADPH consumption readout. Potency, µM (highest dose often 114 µM), without a hit: top-dose activity change, negative = substrate turnover. 390,000 compounds, 0.01% hits; note: % is set by controls: 0 for no effect and ±100 for the full control effect; nearly all actives have a fitted effect of over 50% in size
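Rat TrxR1, dispensed at 90 nM, was prereduced with 400 uM NADPH (final) for 5 min at ~22 deg C, then incubated with compound 15 min before 400 uM selenite. A first-read NADPH fluorescence drop versus no-compound background flagged substrates.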
Vif-A3F inh: qHTS for Inhibitors of Vif-A3F Interactions: qHTS | HeLa A3F-eYFP + Vif (tagged APOBEC3F with the HIV-1 protein that degrades it), YFP fluorescence increase | Potency, µM (highest dose often 46.1 µM), without a hit: at the highest dose activity, negative = active | 390,000 compounds, 0.2% hits | AID 602313, 2012; note: % of control where 0% means no effect; nearly all actives have a fitted effect of over 65% in size
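HeLa cells stably expressing Vif plus C-terminally eYFP-tagged A3F were seeded, incubated overnight at 37 deg C, dosed with compound, incubated overnight again at 37 deg C. Yellow fluorescence (Ex 488/Em 500-530) reported blocked Vif-mediated A3F-eYFP degradation.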
USP1 inh: Inhibitors of USP1/UAF1: Primary Screen; recombinant USP1/UAF1, Ub-Rhodamine cleavage fluorescence; Potency, µM (doses to about 57.1 µM), inactives show at the top dose activity change, negative = inhibition, hits mostly inhibitors; 390,000 compounds, 0.23% hits; note: % is set by controls: 0 for no effect and ±100 for the full control effect; nearly all actives have a fitted effect of over 60% in size; inactives centre near -12
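High-throughput fluorogenic screen: 1nM USP1/UAF1 complex, Ub-Rho substrate 150nM final, 50mM HEPES pH 7.8 with 0.5mM EDTA, 0.1 mg/ml BSA, 1mM TCEP and 0.01% Tween-20.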
RXFP1 ag: qHTS Assay for Agonists of the Relaxin Receptor RXFP1. HEK293T-RXFP1 cAMP TR-FRET, 30 min; response scale: percent of porcine relaxin response, buffer zero. 370,000 compounds, 0.3% hits. Relaxin receptor 1 (Homo sapiens), Q9HBX9. AID 2676, 2010. Potency, µM (highest dose often 57.5 µM), inactives show at the highest dose activation, hits mostly activators; note: % is set by controls: 0 for no effect and ±100 for the full control effect; nearly all actives have a fitted effect of over 60% in size; many of its hits are not listed in these tables
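HEK293 cells stably expressing RXFP1, treated 30 min at 37C with compounds plus PDE4 inhibitor Ro 20174; cAMP measured by HTRF TR-FRET. Normalized to buffer and 29 nM porcine relaxin; EC50 by Hill fit.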
* = called active by the depositor; & = joins results of further samples; [ ] = another dose, or the depositor's remark. Calls come from the whole dose curve; as a rule, active = well fitted curve in the direction sought with a large enough effect; inconclusive = small, poorly fitted or top-dose-only effect, or another doubt; inactive = no such curve, though single readings can be large; an effect the other way counts as inactive or inconclusive. Potency is the fitted concentration of half-maximal effect. Only part of the results is shown; rates above refer to the full screens.

What do the screens show for `Cc1cccc(NC(=O)C2CCCN2S(=O)(=O)c2ccc3c(c2)n(C)c(=O)c(=O)n3C)c1` (stereo not given)?
RGS4 inh: -7%&-29%; mIDH1 inhibitor: 20%&5%; ALOX12 inh: -16%&-9%; Vif-A3G inh: 2%&-5%; rTrxR1 inhibitor: -5%&0%; TrxR1 substrate: -3%&-4%; Vif-A3F inh: 4%&-5%; USP1 inh: -13%&-25%; RXFP1 ag: 6.4%&4.1%

What do the screens show for `COCCNC(=O)/C(C#N)=C/c1ccc(SC)cc1`?
RGS4 inh: -15%; mIDH1 inhibitor: 4%; ALOX12 inh: -4%; Vif-A3G inh: -8%; rTrxR1 inhibitor: 19%[57.1 µM]; TrxR1 substrate: 7%[57.1 µM]; Vif-A3F inh: 11%; USP1 inh: -16%; RXFP1 ag: -1.1%

What do the screens show for `O=C(NS(=O)(=O)c1ccccc1)c1ccccc1O`?
RGS4 inh: -9%[11.4 µM]; mIDH1 inhibitor: -2%; ALOX12 inh: inconclusive; Vif-A3G inh: 1%; rTrxR1 inhibitor: 6%[57.1 µM]; TrxR1 substrate: -7%[57.1 µM]; Vif-A3F inh: 0%; USP1 inh: -14%; RXFP1 ag: 0.3%

Results for CC(C)c1cc(-c2cc(C(=O)Nc3ccccc3)on2)nc(NC2CCCC2)n1 ?
RGS4 inh: 4%; mIDH1 inhibitor: 9%; ALOX12 inh: -8%; Vif-A3G inh: -7%; rTrxR1 inhibitor: 62%[activator]; TrxR1 substrate: 24%; Vif-A3F inh: -3%; USP1 inh: -26%

Results for CCN1CCN(S(=O)(=O)c2ccc(Cl)c(C(=O)N(C)C(c3ccccc3)c3ccccc3)c2)CC1 ?
RGS4 inh: -16%; mIDH1 inhibitor: -3%; ALOX12 inh: inconclusive; Vif-A3G inh: 4%; rTrxR1 inhibitor: 2%[57.1 µM]; TrxR1 substrate: 0%[57.1 µM]; Vif-A3F inh: -4%; USP1 inh: -7%; RXFP1 ag: -0.3%

How did OCCNC(=S)Nc1ccc(Oc2ccccc2)cc1 do in these assays?
RGS4 inh: 7%; mIDH1 inhibitor: 2%; ALOX12 inh: -20%; Vif-A3G inh: -1%; rTrxR1 inhibitor: 0%; TrxR1 substrate: -1%; Vif-A3F inh: 6%; USP1 inh: -3%; RXFP1 ag: -0.7%

How did O=C(CN1CCN(c2ccccn2)CC1)NCc1cccs1 do in these assays?
RGS4 inh: 3%; mIDH1 inhibitor: 3%; ALOX12 inh: inconclusive; Vif-A3G inh: -4%; rTrxR1 inhibitor: -15%; TrxR1 substrate: -2%; Vif-A3F inh: 8%; USP1 inh: -2%; RXFP1 ag: 1.5%

How did COC(=O)C(F)(Sc1c(C)n(C)n(-c2ccccc2)c1=O)C(F)(F)F (stereo not given) do in these assays?
RGS4 inh: 10%; mIDH1 inhibitor: -3%; ALOX12 inh: 3%; Vif-A3G inh: 0%; rTrxR1 inhibitor: 11%; TrxR1 substrate: 8%; Vif-A3F inh: 1%; USP1 inh: -8%; RXFP1 ag: 0.8%

What do the screens show for `Nc1nc2ccccc2n1C(=O)c1ccc(F)cc1`?
RGS4 inh: 26%; mIDH1 inhibitor: 7%; ALOX12 inh: 3%; Vif-A3G inh: -1%; rTrxR1 inhibitor: 7%[57.1 µM]; TrxR1 substrate: 4%[57.1 µM]; Vif-A3F inh: 2%; USP1 inh: -4%; RXFP1 ag: 0.2%

What do the screens show for `Cc1cc(NS(=O)(=O)c2ccc3c(c2)OCCO3)no1`?
RGS4 inh: 17%; mIDH1 inhibitor: 18%; ALOX12 inh: 208%[activator]; Vif-A3G inh: -1%; rTrxR1 inhibitor: 17%; TrxR1 substrate: 3%; Vif-A3F inh: -8%; USP1 inh: -8%; RXFP1 ag: 1.8%

How did O=C(CCN1N=C(c2ccccc2)CCC1=O)NC1CCCC1 do in these assays?
RGS4 inh: 7%; mIDH1 inhibitor: 6%; ALOX12 inh: 1%; Vif-A3G inh: 2%; rTrxR1 inhibitor: 15%; TrxR1 substrate: 0%; Vif-A3F inh: -2%; USP1 inh: -17%; RXFP1 ag: -0.6%

How did Nc1nonc1-n1nnc(C(=O)N/N=C/c2ccco2)c1CSc1ccc(Cl)cc1 do in these assays?
mIDH1 inhibitor: -8%; ALOX12 inh: inconclusive; Vif-A3G inh: 0%; Vif-A3F inh: -9%; USP1 inh: -16%

Results for Cc1cc(-n2c(C)cc(C(=O)COc3ccc(Cl)cc3C(N)=O)c2C)no1 ?
RGS4 inh: -26%; mIDH1 inhibitor: 18%; ALOX12 inh: -19%; Vif-A3G inh: -2%; rTrxR1 inhibitor: -6%; TrxR1 substrate: 2%; Vif-A3F inh: -3%; USP1 inh: -24%

Results for O=c1[nH]nc(SCc2ccccc2Cl)n1-c1ccc2c(c1)OCCO2 ?
RGS4 inh: -10%; mIDH1 inhibitor: 8%; ALOX12 inh: inconclusive; Vif-A3G inh: -9%; rTrxR1 inhibitor: inconclusive; TrxR1 substrate: 1%[57.1 µM]; Vif-A3F inh: 0%; USP1 inh: -16%; RXFP1 ag: 1.7%

How did CCOC(=O)C1=C(C)NC(=O)NC1c1ccc(OC(=O)c2ccco2)cc1 (stereo not given) do in these assays?
RGS4 inh: -17%; mIDH1 inhibitor: 0%; ALOX12 inh: 140%[activator]; Vif-A3G inh: 1%; rTrxR1 inhibitor: -5%; TrxR1 substrate: -3%; Vif-A3F inh: -8%; USP1 inh: -7%; RXFP1 ag: 1.7%

Results for O=C1C(C=NC2CC2)=C(O)c2ccccc21 ?
RGS4 inh: -9%; mIDH1 inhibitor: 1%; ALOX12 inh: -8%; Vif-A3G inh: 0%; rTrxR1 inhibitor: -13%; TrxR1 substrate: -10%; Vif-A3F inh: 0%; USP1 inh: -19%; RXFP1 ag: 1.8%

Results for Cc1ccc(C(=O)Oc2cccc(NC(=O)c3ccco3)c2)cc1S(=O)(=O)N1CCC(C)CC1 ?
RGS4 inh: -25%; mIDH1 inhibitor: 4%; ALOX12 inh: 0%; Vif-A3G inh: 0%; rTrxR1 inhibitor: 16%[57.1 µM]; TrxR1 substrate: -5%; Vif-A3F inh: 4%; USP1 inh: -10%; RXFP1 ag: 0.3%

What do the screens show for `O=C(NC1CC(=O)N(c2cccc(F)c2)C1)c1cc2ccccc2o1` (stereo not given)?
RGS4 inh: -21%; mIDH1 inhibitor: -5%; ALOX12 inh: -21%; Vif-A3G inh: -6%; rTrxR1 inhibitor: 22%[57.1 µM]; TrxR1 substrate: 7%[57.1 µM]; Vif-A3F inh: 0%; USP1 inh: -2%; RXFP1 ag: 1.8%

What do the screens show for `CCOc1ccc(Sc2cc(C(=O)NC(C)CC)c3ccccc3n2)cc1` (stereo not given)?
RGS4 inh: -13%; mIDH1 inhibitor: -10%; ALOX12 inh: -19%; Vif-A3G inh: -3%; rTrxR1 inhibitor: 14%[57.1 µM]; TrxR1 substrate: 3%[57.1 µM]; Vif-A3F inh: 4%; USP1 inh: -8%; RXFP1 ag: inconclusive

How did COCCCNC(=S)Nc1cc2oc3ccccc3c2cc1OC do in these assays?
RGS4 inh: 7%; mIDH1 inhibitor: -12%; ALOX12 inh: 419%[activator]; Vif-A3G inh: inconclusive; rTrxR1 inhibitor: -9%; TrxR1 substrate: -2%; Vif-A3F inh: -4%; USP1 inh: -16%; RXFP1 ag: 0.6%

What do the screens show for `CC(C)CNC(=O)CN(C1CCCCC1)S(=O)(=O)c1ccccc1`?
RGS4 inh: 2%; mIDH1 inhibitor: -2%; ALOX12 inh: 0%; Vif-A3G inh: 0%; rTrxR1 inhibitor: 0%; TrxR1 substrate: 0%; USP1 inh: -20%; RXFP1 ag: 0.0%

How did Cc1ccc(C(=O)N2CCN(Cc3ccc4c(c3)OCO4)CC2)o1 do in these assays?
RGS4 inh: 21%; mIDH1 inhibitor: -3%; ALOX12 inh: -26%; Vif-A3G inh: 0%; rTrxR1 inhibitor: -3%; TrxR1 substrate: 2%; Vif-A3F inh: 0%; USP1 inh: -7%; RXFP1 ag: 5.0%
